PI4K2A block: qHTS for small molecular inhibitors of PI4K2A | Phosphatidylinositol 4-kinase type 2-alpha (Homo sapiens), Q9BTU6 | purified PI4K2A, ADP-Glo luminescence, 1 h; stronger effect = lower value | activity change, negative = inhibition, % at 76.9 µM | 0.13% of 420,000 active; in the data active means activity change below about -50%; inconclusive means mostly about -30% to -49%;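 further: -100% = wells without enzyme as full effect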
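PI4K2A activity was measured by ADP-Glo luminescence: enzyme (4 ug/mL stock) and phosphatidylinositol (1.2 mM stock) in Tris pH 7.5/MgCl2/EGTA/Triton X-100 buffer were reacted with ATP (300 microM stock) for one hour at ambient temperature.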
G9a inh: qHTS Assay for Inhibitors of Histone Lysine Methyltransferase G9a. G9a H3K9 monomethylation, AlphaScreen, 2 h. Potency, µM (highest dose often 102 µM), inactives show at the top dose activity, negative = inhibition, actives largely listed as inhibitors. 8.8% of 350,000 active; further: potency means the concentration at half of the fitted maximal effect; on the % scale 0 is the no-effect control and ±100 the full control effect; nearly all actives have a fitted effect of over 75% in size
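Signal arises when biotinylated H3K9 peptide, once monomethylated, bridges streptavidin donor and antibody-captured acceptor beads. Enzyme at 20 nM was preincubated 15 min with test compounds; peptide 500 nM and SAM 20 uM then reacted for 2 h.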
HP1b binding inh: HTS for Inhibitors of HP1-beta Chromodomain Interactions with Methylated Histone Tails. AID 540317, 2011. Chromobox protein homolog 1 (Homo sapiens), P83916. Potency, µM (highest dose often 114 µM), for the others: top-dose activity change, negative = inhibition, most hits filed as inhibitors. 0.56% of 390,000 active. AlphaScreen HP1-beta / biotin-H3K9me3 peptide binding; further: potency means the concentration at half of the fitted maximal effect; nearly all actives have a fitted effect of over 70% in size; inactives centre near 23
Target sequence (P83916 whole entry, looked up): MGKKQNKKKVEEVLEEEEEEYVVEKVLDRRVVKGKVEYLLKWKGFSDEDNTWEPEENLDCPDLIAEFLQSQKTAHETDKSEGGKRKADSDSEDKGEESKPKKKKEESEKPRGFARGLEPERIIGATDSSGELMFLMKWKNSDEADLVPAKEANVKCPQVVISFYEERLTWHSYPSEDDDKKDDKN
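AlphaScreen: HP1-beta (50 nM) preformed 30 min with biotin-H3(1-18)K9me3 peptide (50 nM) in PBS pH 7.4, 0.01% Tween-20. Compound added for 30 min at RT, then streptavidin donor/nickel chelate acceptor beads (10 ug/mL) for 30 min.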
Pin1 inh: qHTS Assay to Find Inhibitors of Pin1 | Potency, µM (doses to about 115 µM), inactives show at the highest dose activity, negative = inhibition, hits mostly inhibitors | AID 504891, 2011 | Peptidyl-prolyl cis-trans isomerase NIMA-interacting 1 (Homo sapiens), Q13526 | 0.009% of 390,000 active | Pin1 FP peptide displacement, HiFluor488, 10 min; active means well fitted inhibition curve with a large enough effect in the polarisation, with a control signal flat, not every such curve was filed as active; inconclusive means small, poorly fitted or top-dose-only effect, or effect the other way, or a change in a side signal; inactive means no such curve, though single readings can be large or run the other way; the % refers to the polarisation; further: potency means the concentration at half of the fitted maximal effect; on the % scale 0 is the no-effect control and ±100 the full control effect
Target sequence (Q13526 whole entry, looked up): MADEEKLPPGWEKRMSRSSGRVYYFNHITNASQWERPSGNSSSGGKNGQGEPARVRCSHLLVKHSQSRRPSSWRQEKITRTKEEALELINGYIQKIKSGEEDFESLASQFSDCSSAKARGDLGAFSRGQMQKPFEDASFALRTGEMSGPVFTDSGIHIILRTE
BAZ2B block: qHTS Assay for Inhibitors of BAZ2B | AlphaScreen BAZ2B-H3K14Ac peptide displacement | Potency, µM (highest dose often 114 µM), for inactives: at the top dose activity change, negative = inhibition, most hits filed as inhibitors | Bromodomain adjacent to zinc finger domain protein 2B (Homo sapiens), Q9UIF8 | AID 504333, 2011 | 4.4% of 360,000 active; further: potency means the concentration at half of the fitted maximal effect; on the % scale 0 is the no-effect control and ±100 the full control effect; nearly all actives have a fitted effect of over 60% in size
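BAZ2B 50 nM plus b-H3(5-23)K14Ac 50 nM, PBS pH 7.4/0.01% Tween-20, 30 min RT; compound added (max 110 uM), 30 min RT; streptavidin donor/Ni-chelate acceptor beads 10 ug/mL final, 20 min dark; AlphaScreen read.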
ERG Ets-DNA blk: qHTS for Small Molecule Inhibitors of the ERG Ets/DNA interaction; Transcriptional regulator ERG (Homo sapiens), P11308; fluorescence polarization, His-ERG Ets domain / labelled DNA; Potency, µM (doses to about 76.9 µM), without a hit: top-dose FP activity, negative = inhibition, usual class: inhibitors; 0.028% of 370,000 active; AID 624246, 2012; active means well fitted inhibition curve with a large enough effect in the polarisation, with a control signal flat; inconclusive means small, poorly fitted or top-dose-only effect, or effect the other way, or a change in a side signal; inactive means no such curve, though single readings can be large or run the other way; the % refers to the polarisation;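 further: polarization taken with two DNA probes labelled with fluorescein and Texas red; potency means the concentration at half of the fitted maximal effect; % of control where 0% means no effect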
Target sequence (P11308 whole entry, looked up, the tested form may be a part): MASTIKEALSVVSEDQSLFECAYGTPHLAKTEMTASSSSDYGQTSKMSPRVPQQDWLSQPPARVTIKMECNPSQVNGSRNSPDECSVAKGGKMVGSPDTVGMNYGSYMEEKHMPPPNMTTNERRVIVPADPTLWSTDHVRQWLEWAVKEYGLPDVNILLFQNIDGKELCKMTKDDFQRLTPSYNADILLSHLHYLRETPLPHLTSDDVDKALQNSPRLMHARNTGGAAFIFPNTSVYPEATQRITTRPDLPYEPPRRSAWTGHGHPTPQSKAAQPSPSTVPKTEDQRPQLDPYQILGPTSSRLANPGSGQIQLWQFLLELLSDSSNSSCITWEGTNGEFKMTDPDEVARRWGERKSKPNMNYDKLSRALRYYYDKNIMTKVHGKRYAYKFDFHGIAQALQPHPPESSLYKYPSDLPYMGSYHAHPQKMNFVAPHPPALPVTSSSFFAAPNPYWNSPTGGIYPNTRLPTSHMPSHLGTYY
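His-tagged ERG Ets domain (1 uM in the protein solution; 300mM KCl, 50mM Tris-HCl, 1mM EDTA, 1mM DTT, pH 7.5) received compound, then a probe mix of 5 nM fluorescein-DNA and 100nM Texas-615-DNA. Fluorescence polarization was read for both dyes.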
GLS inh: qHTS for Inhibitors of Glutaminase (GLS) | Glutaminase kidney isoform, mitochondrial (Homo sapiens), O94925 | GLS enzymatic activity, qHTS titration | Potency, µM (doses to about 45.5 µM), for inactives: top-dose activity change, negative = inhibition, hits mostly inhibitors | 0.21% of 410,000 active; further: potency means the concentration at half of the fitted maximal effect; on the % scale 0 is the no-effect control and ±100 the full control effect
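hKGA; 45 mM KH2PO4 pH 8.2 + 0.02% Tween-20; cpd via pin tool; 1 mM Gln soln; GluOx/HRP/Amplex Red; RT 30 min; fluor. t0 & final.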
JMJD2A Tudor inh: qHTS Assay for Inhibitors of JMJD2A-Tudor Domain; Lysine-specific demethylase 4A (Homo sapiens), O75164; AlphaScreen JMJD2A-Tudor / H3K4me3 peptide binding; Potency, µM (titrated, usually from 114 µM), inactives show at the top dose activity change, negative = inhibition, hits mostly inhibitors; 4.4% of 390,000 active; further: potency means the concentration at half of the fitted maximal effect; on the % scale 0 is the no-effect control and ±100 the full control effect; nearly all actives have a fitted effect of over 50% in size
PGK inhibitor: qHTS Assay to Find Inhibitors of Phosphoglycerate Kinase. Phosphoglycerate kinase, glycosomal (Trypanosoma brucei brucei), P07378. PGK/GAPDH coupled, Kinase-Glo luminescence, 60 min. Potency, µM (series often up to 57.5 µM), for the others: at the top dose activity change, negative = inhibition, actives largely listed as inhibitors. 0.043% of 380,000 active. AID 602233, 2012; further: potency means the concentration at half of the fitted maximal effect; on the % scale 0 is the no-effect control and ±100 the full control effect; nearly all actives have a fitted effect of over 60% in size
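Recombinant glycosomal PGK reaction used 1,3-bisphosphoglycerate generated in-well by GAPDH (100nM final) in 100mM TEA pH 7.6, 5mM MgCl2, 0.01% Tween-20. After 60 minutes at room temperature, ATP was read by Kinase-Glo Plus luminescence end-point.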
Active calls of the source: *; i = inactive; ? = inconclusive; nt = not tested or not shown; [ ] = dose if it differs, or a comment. Unless noted, the call rests on the fitted dose curve; in most records, active means well fitted curve in the direction sought with a large enough effect; inconclusive means small, poorly fitted or top-dose-only effect, or another doubt; inactive means no such curve, though single readings can be large; an effect the other way counts as inactive or inconclusive.

Every second line gives: PI4K2A block	G9a inh	HP1b binding inh	Pin1 inh	BAZ2B block	ERG Ets-DNA blk	GLS inh	JMJD2A Tudor inh	PGK inhibitor
1	COc1ccccc1Nc1nc(-c2cccnc2)cs1
 : 0	-2%[59 µM]	-7%	-12%	?	4%	?	-22%	-2%
2	CC(C)(C)C1CCC(=NNC(=O)C(=O)NCc2ccco2)CC1 (stereo unspecified)
 : 2	20µM*	25%	-9%	?	-6%	-16%	-15%	-4%
3	CCOC(=O)c1c(NC(=O)/C=C/c2ccc(OCC)cc2)sc(C)c1C
 : 0	-36%[59 µM]	28%	-12%	6%	-2%	3%	2%	3%
4	Cc1cc(C)n(-c2nc(C)c(C)c(=O)n2CC(=O)Nc2ccc([N+](=O)[O-])cc2)n1
 : -5	?	12%	-5%	-15%	1%	-10%	-27%	-2%
5	O=C(O)c1cc(-c2cccnc2)nc2ccc(Br)cc12
 : -26	-29%	57%[activator]	0%	-10%	6%	2%	-6%	-6%
6	Clc1ccc(CCNC(c2nnc(-c3ccccc3)o2)c2ccccc2Cl)cc1 (stereo unspecified)
 : -3	138%[activator][59 µM]	118%[activator]	9%	105%[activator]	5%	0%	45%[activator]	0%
7	COC(=O)c1ccc(Oc2ccc(S(=O)(=O)N3CCCCC3)cc2N)cc1
 : -13	21%[2.33 µM]	?	22%	-14%	24%	-6%	-24%	-4%
8	Cn1cnc2c(=O)sc3ccccc3c21
 : 4	nt	27%	-1%	nt	-4%	-6%	-9%	i
9	Fc1ccc(CNn2cnnc2SCc2ccc(F)cc2)cc1
 : -2	18%[59 µM]	56%	2%	-3%	7%	3%	-2%	-1%
10	N#C/C(=N\Nc1ccccc1Cl)C(=O)c1ccccc1
 : 3	?	-21%	0%	?	3%	31%[activator]	-29%[57.1 µM]	1%
11	C=CCSc1nnc(NC(=O)c2nc(SCC)ncc2Cl)s1
 : 2	7.9µM*	12%	-4%	-27%	-2%	-11%	-18%	-6%
12	Cc1cc(C)c(S(C)(=O)=O)c(Oc2ccccc2C)n1
 : -6	10%	-6%	0%	2%	14%	-14%	-23%[11.4 µM]	-3%
13	N#C/C(=C\c1ccccc1O)C(=O)Nc1ccccn1
 : -1	-3%	21%	-8%	4%	-2%	8%	-6%	-3%
14	CCOC(=O)C1CCCN(CCSc2ccc(C)cc2)C1 (stereo unspecified)
 : -1	?	39%	-6%	-2%	-6%	6%	4%	3%
15	CSc1ccc(C(=O)C2CCCN(S(=O)(=O)c3c(C)noc3C)C2)cc1 (stereo unspecified)
 : 11	12%	42%[activator]	1%	-24%	-2%	-1%	-14%	-2%
16	O=C(CN1CCCCCC1)Nc1ccc(F)c(F)c1F
 : -5	10%[2.33 µM]	41%[activator]	11%	8%	0%	nt	12%	-1%
17	CCOC(=O)N1CCN(C(=O)C2CCC(=O)N(Cc3cccc(C(F)(F)F)c3)C2)CC1 (stereo unspecified)
 : -3	-15%	20%	0%	-2%	-3%	4%	-11%	-10%
18	Cc1ccc(NC(=O)CN(C)C(=O)c2ccccc2OCc2c(C)noc2C)cc1
 : -1	-1%	11%	-7%	8%	5%	-3%	-13%	i
19	COc1cc2c(cc1OC)[C@@H](Cc1ccc(OCCC#N)cc1)N(C)CC2
 : -2	35µM*	7%	-1%	5%	17%	-20%	-2%	-3%
20	Cc1cc(C)cc(NC(=O)Cn2cc(S(=O)(=O)NC(C)(C)C)c(S(=O)(=O)NC(C)(C)C)c2)c1
 : -17	-28%[59 µM]	1%	12%	0%[57.1 µM]	-2%	-1%	-25%	-7%
21	Cc1ccc(-c2nnc(N(C)C(=O)c3cccnc3)s2)cc1
 : 3	28%	18%	?	-1%	-4%	8%	-11%	5%
22	CCn1c(SCC(=O)Nc2sc(C)c(C)c2C#N)nnc1C(C)C
 : -2	-5%[12.7 µM]	25%	0%	-37%	1%	-5%	-1%	9%
23	COc1ccc2c(C)cc(SCC#N)nc2c1
 : 0	61%[activator]	62%[activator]	?	32%	2%	1%	13%	15%
24	O=c1[nH]nc(Cc2ccc(-c3cccc(Cl)c3)o2)c2ccccc12
 : 1	?	43%[activator]	1%	0%	-6%	4%	-5%	-1%
25	N#C/C(=C/C1=C(N2CCOCC2)C(=C/c2ccc(Cl)cc2Cl)/CC1)C(=O)Nc1ccccc1F
 : 9	nt	?	52%[activator]	nt	-1%	-12%	?	-9%
26	CCS(=O)(=O)N1CCN=C1SC(C)c1ccccc1 (stereo unspecified)
 : -2	30%[activator]	43%[activator]	2%	-1%	4%	-2%	5%	i
27	CC(CN(C)Cc1ccccc1)OC(=O)c1ccccc1F (stereo unspecified)
 : -13	19%	126%[activator]	-2%	14%	-8%	-5%	10%[57.1 µM]	-4%
28	CCSc1nc2ccccc2n1CC(N)=O
 : -2	6%[59 µM]	19%	0%	9%	-13%	-2%	-15%	i
29	COc1ccc(Br)cc1S(=O)(=O)NNC(=O)c1c(C)nc2ccccn12
 : -1	79µM*	20%	-9%	-20%	-4%	0%	-5%[11.4 µM]	3%
30	Cc1nc(N2CCN(S(=O)(=O)c3ccccc3)CC2)c2c3c(sc2n1)CC(C)CC3 (stereo unspecified)
 : 2	-11%[0.501 µM]	34%	0%	-9%	4%	3%	4%	0%

Every second line gives: PI4K2A block	G9a inh	HP1b binding inh	Pin1 inh	BAZ2B block	ERG Ets-DNA blk	GLS inh	JMJD2A Tudor inh	PGK inhibitor
31	COc1ccc(C(=O)c2ccc(Cl)cc2)cc1
 : 2	15%	41%[activator]	3%	7%	3%	-2%	23%	i
32	COc1ccc(C2CC(c3c(-c4ccccc4)c4cc(Cl)ccc4[nH]c3=O)=NN2C(=O)CCC(=O)O)cc1 (stereo unspecified)
 : -1	-29%	-17%	19%	-15%	-1%	2%	-18%	6%
33	COc1cccc(-c2nc(CC(=O)O)cs2)c1OC
 : -4	-8%[12.7 µM]	32%	7%	-8%	5%	-1%	5%[57.1 µM]	-3%
34	O=C(NNC(=O)c1cc2ccccc2o1)c1ccc(F)cc1
 : 4	-8%[0.501 µM]	25%	2%	-4%	2%	-1%	-6%	-5%
35	COc1cc(C(=O)NC2CC3CCCC(C2)N3Cc2ccccc2)cc(OC)c1OC (stereo unspecified)
 : 2	-3%	36%	-5%	?	0%	-5%	-6%	i
36	N#CC1(c2ccccc2)CCCN1C(=O)c1ccccc1Cl (stereo unspecified)
 : -6	-1%[59 µM]	10%	0%	2%	3%	4%	-9%	-9%
37	Cn1nnc(NC(=O)CSc2ccc(Cl)cc2)n1
 : -1	25%[59 µM]	29%	5%	12%	8%	-2%	-7%	-6%
38	CC(=O)Nc1ccc(S(=O)(=O)NNC(=O)c2ccc(C)cc2)cc1
 : 6	14%[59 µM]	8%	0%	-6%	10%	20%	-11%	-3%
39	Cc1nnc2c(N(C)S(=O)(=O)c3ccccc3)nc3ccccc3n12
 : -1	35%	54%[activator]	-9%	-11%	-3%	1%	-2%	i
40	CCOc1ccc(Cc2onc3c2C(=O)CCC3)cc1OCC
 : 3	17%	36%	0%	-8%	8%	-12%	-10%	i
41	Fc1ccc(N2CCN(Cc3cn[nH]c3-c3ccccc3)CC2)cc1
 : 2	71µM*	-17%	-5%	-25%	-14%	1%	-35%	-14%
42	Cn1c(=O)c2[nH]c(CCc3ccncc3)nc2n(C)c1=O
 : 0	nt	16%	5%	nt	-5%	-15%	-12%	7%
43	CC(C)(C)C(=O)COC(=O)C1=NN(c2ccccc2)C(=O)CC1
 : -3	7%[2.33 µM]	22%	-11%	15%	0%	2%	-11%	16%
44	COc1ccc(CCNC(=O)Cn2cc(S(=O)(=O)Cc3ccccc3Cl)c3ccccc32)cc1OC
 : -3	-1%[59 µM]	10%	6%	-14%	8%	-1%	-18%	-7%
45	CC1CN(C2=Nc3cccc4cccc2c34)CC(C)O1 (stereo unspecified)
 : -10	?	51%	?	-23%	-3%	-3%	-15%	-6%
46	O=C(CN1CCOCC1)Nc1ncc(Cc2ccccc2Cl)s1
 : 0	5%[59 µM]	22%	4%	5%	nt	4%	-14%	5%[11.5 µM]
47	Cc1ccc(C(=O)Nc2ccc(-c3csc(C)n3)cc2)cc1
 : 0	-8%	25%	2%	-3%	-7%	0%	-2%	-6%
48	O=C(Nc1ccc(F)cc1F)c1ccc(S(=O)(=O)N2CCCCC2)cc1
 : 0	30%	36%	-14%	-33%	5%	-2%	-4%	-1%

Source: PubChem
